Bioassay records: PubChem, National Center for Advancing Translational Sciences (NCATS)
aSyn tox rescue: qHTS of alpha-syn Inhibitors: NCGC Sytravon Library Screen; S. cerevisiae alpha-synuclein toxicity rescue, BacTiter-Glo growth, 24 h; Potency, µM (titrated, usually from 46.1 µM), without a hit: at the highest dose growth rescue (activation), most hits filed as activators; 94,000 tested, 0.02% active; active = well fitted activation curve with a large enough effect; inconclusive = small, poorly fitted or top-dose-only effect; also: 0% is about no effect
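Growth restoration measured by BacTiter-Glo luminescence after 24 hr at 30 deg C; alpha-synuclein yeast, raffinose-pregrown to mid-log, were added at OD600=0.02 in galactose medium onto pinned compounds.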
Numbers without * were called inactive; ? = inconclusive; & = joins results of further samples; [ ] = another dose, or the depositor's remark. Potency is read from the fitted curve at half-maximal effect.

SMILES	aSyn tox rescue
CCOC(=O)c1c(NC(=O)c2ccc(S(=O)(=O)N3CCCC(C)C3)cc2)sc2c1CC(C)(C)NC2(C)C (stereo unspecified)	1%
COc1ccc([C@H]2C[C@@H](O)[C@H](n3cc(COC(=O)c4ccccc4)nn3)CN2C(=O)C2CCCCC2)cc1	2%
Cc1ccccc1-c1nc(CS(=O)(=O)CC(=O)Nc2cccc(C(F)(F)F)c2)c(C)o1	-4%
COC(=O)C1(C(F)(F)F)N=C2Sc3ccccc3N2C(N2CCOCC2)=N1 (stereo unspecified)	-2%
O=C(N/N=C/c1ccco1)c1ccc(NC(=O)c2ccc(Cl)cc2)cc1	-9%
CN(CC(=O)Nc1ccc(F)c(F)c1F)C(=O)C1(c2ccccc2)CC1	6%
Cc1onc(-c2c(F)cccc2Cl)c1C(=O)OCC(=O)c1c[nH]c2ccccc12	-22%
COc1ccc(CCNC(=O)Cn2cccc2C(=O)c2ccccc2C)cc1OC	-6%
COc1ccc(C(=O)c2oc3ccccc3c2NC(=O)c2cc(=O)c3ccc(C)cc3o2)cc1Cl	-2%
Cc1ccc(C2=NS(=O)(=O)N(C)C(C(=O)NCc3ccc(F)cc3)=C2)cc1	0%
COCCn1c(=O)[nH]c2cc(C(=O)Nc3cccc(C(C)=O)c3)ccc2c1=O	-5%
CCCn1c2ccccc2c2cnn(CC(=O)NCCCN3CCCCC3)c(=O)c21	4%
Cc1ccc2ncc(C(=O)NCc3ccccc3Cl)c(=O)n2c1	-7%
Cc1ccc(-n2c(=O)c3c4c(sc3n(Cc3ccccc3F)c2=O)CCC4)cc1C	-1%
CCN(C(=O)CSc1nc2ccccc2n1Cc1ccc(C(=O)OC)cc1)c1ccccc1	5%
COc1ccc(Cl)cc1NC(=O)Cn1nnc2sc(-c3ccccc3)cc2c1=O	0%
COc1ccccc1NS(=O)(=O)c1cccc(C(=O)N2CCCCCC2)c1	1%
Cc1ccc(C(C(=O)NCc2ccco2)N(C(=O)Cc2cccs2)c2cccnc2)cc1 (stereo unspecified)	9%
CC(=O)c1ccc(NC(=O)C2CCCN(S(=O)(=O)c3ccc(Br)s3)C2)cc1 (stereo unspecified)	-6%
CCN(C(=O)CN1C(=O)COc2ccc(S(=O)(=O)N3CCOCC3)cc21)c1cccc(C)c1	6%
CCOc1ccccc1NC(=O)c1cc2c(=O)[nH]c3ccccc3c2s1	2%
COc1ccc(CCNC(=O)c2oc(=O)c3ccccc3c2-c2ccccc2)cc1OC	5%
CCCCNc1oc(-c2ccc(COc3ccc(OC)cc3)o2)nc1C#N	-2%
CCOC(=O)c1c(C)[nH]c(C)c1S(=O)(=O)N1CCC(C(=O)N2CCN(c3ccc(F)cc3)CC2)CC1	3%
CC(C)Nc1nc2ccccc2c(=O)[nH]1	15%
Cc1cc(=O)n2nc(N3CCC(C(=O)Nc4c(C)cccc4C)CC3)sc2n1	-2%
COc1ccc(C)cc1NC(=O)Cn1cc(S(=O)(=O)N2CCC(C)CC2)c2ccccc2c1=O	9%
O=C(O)c1nccnc1C(=O)Nc1ccc(S(=O)(=O)N2CCOCC2)cc1	4%
Cc1oc(-c2ccccc2F)nc1CSCC(=O)N1CCN(c2ccccc2)CC1	3%
CCN(CCCNC(=O)Cn1ncc2c3ccccc3n(C)c2c1=O)c1cccc(C)c1	0%
COc1ccc(S(=O)(=O)N2CCOC2CNC(=O)C(=O)NCc2ccco2)cc1OC (stereo unspecified)	9%
CCOc1ccc(N2CC(C(=O)Nc3nnc(Cc4ccc(OC)c(OC)c4)s3)CC2=O)cc1 (stereo unspecified)	7%
COc1ccc(NC(=O)c2sc3nc4n(c(=O)c3c2C)CCC4)c(OC)c1	-11%
COc1ccc(OC)c(CCNC(=O)c2cc3c(=O)n(C)c4ccccc4c3n2C)c1	10%
COc1ccc(CCNC(=O)c2ccc3c(c2)N(Cc2ccccc2F)C(=O)c2ccccc2S3=O)cc1OC (stereo unspecified)	1%
Cc1ccc(C(=O)NCC(=O)OCC(=O)Nc2ccc3[nH]c(=O)[nH]c3c2)cc1	-47%[inhibitor]
CCOc1cc(/C=N/NC(=O)CCn2nnc3ccccc32)ccc1O	-13%
Cc1ccccc1-c1nc(CS(=O)(=O)CC(=O)NCc2cccc(Cl)c2)c(C)o1	-15%
COC(=O)c1cc2oc(C)cc2n1Cc1ccccc1Cl	-3%
S=C1CCC(c2ccc(Cl)cc2)=NN1c1ccccc1	-2%
COc1ccccc1-n1c(SCC(=O)Nc2ccc(F)cc2)nc2c(c1=O)SCC2	9%
O=C(CCC(=O)n1ncc2ccccc21)NCc1ccc(F)cc1	6%
COc1ccccc1N1C(=O)CC1(C#N)c1ccc(OCc2ccccc2)cc1 (stereo unspecified)	2%
CCc1cccc(NC(=O)c2cnc(N3CCOCC3)c3ccccc23)c1	8%
COC(=O)Cn1cnc2c(nnn2-c2ccc(F)cc2)c1=O	3%
Cc1cccc(Cc2c(C)nc3nc(SCC(=O)NCc4ccc(F)cc4)nn3c2C)c1	0%
CCc1ccc(C(=O)C(C)OC(=O)Cn2cnc3c2c(=O)n(C)c(=O)n3C)cc1 (stereo unspecified)	0%
O=C(Nc1nccs1)c1c(O)c2c([nH]c1=O)CCCC2	13%
CCOC(=O)c1ccccc1NC(=O)c1sc2nc(-c3ccc(F)cc3)cn2c1C	4%
Cc1nc(N2CCCC2)c2c(C(=O)Nc3cccc(C)c3C)c(C)oc2n1	-6%
Later entries:
SMILES	aSyn tox rescue
CC1(C)Cc2c(c(N3CCOCC3)nc3sc(C(=O)Nc4ccc(Cl)cc4)c(N)c23)CO1	-6%&5%
COc1ccc(Cl)cc1NC(=O)c1c(NCc2cccs2)sc2c1CCC(C)C2 (stereo unspecified)	5%
CCc1cccc(N(C(=O)c2csnn2)C(C(=O)NC(C)(C)C)c2ccncc2)c1 (stereo unspecified)	8%
Cc1ccc(C(=O)Nc2ccc(S(=O)(=O)N3CCOCC3)cc2)cc1	1%
COCc1nc2ccccc2n1Cc1ccc(C(C)(C)C)cc1	10%
Nc1cc(=O)nc(SCC(=O)Nc2cccc(Cl)c2)n1CCc1ccccc1	5%
CC(C)C(=O)Nc1cccc(NC2=NS(=O)(=O)c3ccccc32)c1	7%
CN(C)S(=O)(=O)c1ccc2c(c1)N(CC(=O)NCc1ccc(F)cc1)C(=O)CS2	-15%
CC1CN(C(=O)Nc2ccccc2)c2ccccc2-[n+]2ccsc21 (stereo unspecified)	5%
COc1cc(CN(C(=O)COc2ccc(C)cc2)c2ccccn2)cc(OC)c1OC	7%
COC(=O)[C@H]1C[C@H](OC(=O)NCc2ccc(OC)c(OC)c2)[C@@]2(O)CN(S(=O)(=O)c3ccc(C)cc3)CC2[C@H]1C(=O)OC (stereo partly specified)	6%
CCn1c(=O)c2sccc2n2c(CCCC(=O)N3CCN(c4cccc(Cl)c4)CC3)nnc12	-1%
CCCN1CCN(CCCNC(=O)c2cc3c(=O)n(CC)c4ccccc4c3s2)CC1	-5%
CCOC(=O)c1c(-c2ccccc2)oc2ccc(NS(=O)(=O)c3ccc(C(C)C)cc3)cc12	5%
CCCOc1ccc(C(=O)NCCC(=O)NCCCC(=O)O)cc1	-12%
CCOc1ccc(NC(=O)Cn2c(=O)n(CCCC(=O)NCc3ccc4c(c3)OCO4)c(=O)c3ccccc32)cc1	-3%
COC(=O)c1c(NC(=O)COc2ccccc2Cl)sc2c1CCC(C(C)(C)C)C2 (stereo unspecified)	-6%
COc1cc(NC(=O)Cn2ncc3c(=O)oc4ccccc4c32)cc(OC)c1OC	-6%
O=C(NNc1nc(=O)c2cccnc2s1)c1ccccc1O	-10%
COc1ccc(-c2ccc(NS(=O)(=O)c3cccc(C)c3)cc2)nn1	?
CCN(c1ncnc2c1c(-c1ccccc1)cn2-c1ccccc1)C1CCCCC1	3%
COc1ccc(Cn2c(C(=O)O)c(CNCc3ccc(SC)cc3)c3ccc(OC)cc32)cc1	-3%
Cc1ccc(-c2nn3c(C)nnc3s2)cc1NC(=O)c1ccco1	-5%
Cc1cc(C)c(NC(=O)c2c[nH]c(=S)n2-c2ccc(F)cc2)c(C)c1	1%
Cc1ccc(S(=O)(=O)N2CCC(N3CCN(Cc4ccccc4)C(=O)C3=O)CC2)cc1C	5%
CCc1ccccc1NC(=O)c1cc(S(=O)(=O)N2CCCC2)cn1C	0%
C=CCNC(=O)c1cc(-c2ccccc2O)on1	6%
CC1C[N+](=C2C=C(N3CCOCC3)CC(C)(C)C2)CC(C)O1 (stereo unspecified)	4%
Cc1cccc(NC(=O)Cn2c(C(F)(F)F)nc3ccccc32)c1C	-7%
Cc1ccnc(SCCn2c(N3CCN(Cc4ccccc4)CC3)nc3c2c(=O)[nH]c(=O)n3C)n1	6%
Cc1ccc(N(CC(=O)NCc2ccco2)C(=O)CNS(=O)(=O)c2ccccc2)c(C)c1	0%
Cc1ccc(OCC(=O)Nc2ccc3nc(SCC(=O)N4CCOCC4)sc3c2)cc1C	3%
COc1ccc(NC(=S)/N=C(\N)Nc2nc(C)c3ccc(C)cc3n2)cc1	-1%
COc1ccc(C2=NS(=O)(=O)N(C)C(C(=O)NCc3cccs3)=C2)cc1OC	11%
CCc1ccccc1NC(=O)Cn1c(=O)n(Cc2ccco2)c(=O)c2ccccc21	0%
COc1ccc(C2CC(=O)Oc3c2c(=O)n(C)c2ccccc32)c(OC)c1OC (stereo unspecified)	3%
COc1ccccc1Nc1nn2c(=O)c3ccc(C(=O)NC4CCC(C)CC4)cc3nc2s1 (stereo unspecified)	-9%
CC(=O)OC(COc1ccccc1)Cn1cnc2cc(C)c(C)cc21 (stereo unspecified)	2%
CC(=O)Nc1ccc(C(=O)COC(=O)CCS(=O)(=O)c2ccccc2)cc1	5%
CCc1ccc(CNC(=O)CCc2c(C)nn(-c3ccc(N4CCCC4)nn3)c2C)cc1	-4%

Molecules above that have a thiophene ring, fused or not:
SMILES	aSyn tox rescue
CCOC(=O)c1c(NC(=O)c2ccc(S(=O)(=O)N3CCCC(C)C3)cc2)sc2c1CC(C)(C)NC2(C)C (stereo unspecified)	1%
Cc1ccc(-n2c(=O)c3c4c(sc3n(Cc3ccccc3F)c2=O)CCC4)cc1C	-1%
COc1ccc(Cl)cc1NC(=O)Cn1nnc2sc(-c3ccccc3)cc2c1=O	0%
Cc1ccc(C(C(=O)NCc2ccco2)N(C(=O)Cc2cccs2)c2cccnc2)cc1 (stereo unspecified)	9%
CC(=O)c1ccc(NC(=O)C2CCCN(S(=O)(=O)c3ccc(Br)s3)C2)cc1 (stereo unspecified)	-6%
CCOc1ccccc1NC(=O)c1cc2c(=O)[nH]c3ccccc3c2s1	2%
COc1ccc(NC(=O)c2sc3nc4n(c(=O)c3c2C)CCC4)c(OC)c1	-11%
CC1(C)Cc2c(c(N3CCOCC3)nc3sc(C(=O)Nc4ccc(Cl)cc4)c(N)c23)CO1	-6%&5%
COc1ccc(Cl)cc1NC(=O)c1c(NCc2cccs2)sc2c1CCC(C)C2 (stereo unspecified)	5%
CCn1c(=O)c2sccc2n2c(CCCC(=O)N3CCN(c4cccc(Cl)c4)CC3)nnc12	-1%
CCCN1CCN(CCCNC(=O)c2cc3c(=O)n(CC)c4ccccc4c3s2)CC1	-5%
COC(=O)c1c(NC(=O)COc2ccccc2Cl)sc2c1CCC(C(C)(C)C)C2 (stereo unspecified)	-6%
COc1ccc(C2=NS(=O)(=O)N(C)C(C(=O)NCc3cccs3)=C2)cc1OC	11%

Later entries
SMILES	aSyn tox rescue
O=C(CCSCCc1ccccn1)Nc1ccc(Cl)cc1	4%
COc1cccc(C(=O)OCC(=O)N2CCc3ccccc32)c1OC	-3%
Cc1ccccc1CSc1nc(-c2ccccc2)nc2c1Cc1c(CO)cnc(C)c1O2	-7%
Cc1ccc(CN2CCC[C@]3(N[C@H](c4ccccc4)[C@@H]4C(=O)N(Cc5ccccc5)C(=O)[C@@H]43)C2=O)cc1	-10%
Cc1ccc(S(=O)(=O)N(CC(=O)NCC2CCCO2)Cc2ccc(F)cc2)cc1 (stereo unspecified)	-2%
Cc1oc(-c2ccccc2Cl)nc1CS(=O)CC(=O)N1CCN(c2cccc(C(F)(F)F)c2)CC1 (stereo unspecified)	21%
COc1ccc(Cl)cc1NC(=O)c1cc(S(=O)(=O)NC2CCCCCC2)ccc1F	-4%
CCc1nc(SCC(=O)NCc2ccccc2)c2c(=O)n(C)c(=O)n(C)c2n1	-8%
CC(=O)c1cnc2scnn2c1=O	-2%
COc1ccccc1CNC(=O)C(=O)NCC(c1cccs1)S(=O)(=O)c1ccc(F)cc1 (stereo unspecified)	3%
CCOc1ccc(NC(=O)CN2C(=O)c3ccccc3Sc3ccc(C(=O)OC)cc32)cc1	-2%
NC(=O)Nc1ccc(C(=O)OCC(=O)Nc2cccc(S(=O)(=O)NC3=NCCCCC3)c2)cc1	1%
CCOC(=O)c1cc2c(=O)n3ccccc3nc2n(CC2CCCO2)c1=NC(=O)c1ccc(C)cc1 (stereo unspecified)	9%
CCCNC(=O)C1CCC(Cn2c(=O)c3sccc3n(CC(=O)N(CC)CC)c2=O)CC1 (stereo unspecified)	-5%
Cc1ccc(CNC(=O)c2c(O)nc3ccccn3c2=O)cc1	-7%
CC1=C(C(=O)Nc2ccccc2)C(c2ccccc2Cl)n2ncc(C(=O)Nc3cccc(C)c3)c2N1 (stereo unspecified)	3%
CCc1ccc(N2C(=O)CS(=O)(=O)C23C(=O)N(Cc2ccccc2F)c2ccccc23)cc1 (stereo unspecified)	1%
Cc1n[nH]c(=O)n1-c1ccc(C(C)C)cc1	1%
CN(Cc1ccc(Cl)c(Cl)c1)C(=O)c1ccccc1SCC(=O)N1CCCC1	13%
CCS(=O)(=O)c1ccccc1C(=O)N1CCN(c2nc3ccccc3s2)CC1	-12%
CCOc1ccc(-n2c([S-])c(C(=O)Nc3ccc(S(=O)(=O)N4CCOCC4)cc3)[n+]3cc(C(N)=O)ccc23)cc1	7%
COc1ccc2c(CNCCc3cccs3)c(C(=O)O)n(Cc3ccccc3)c2c1	1%

This is a subset, so the mix of outcomes need not match the whole.
